Screening data (PubChem BioAssay)
PRMT1 FP inh = inhibitors of human PRMT1. Q99873. recombinant PRMT1, activity-based probe fluorescence polarization. inhibition, % at 2.79 µM. 370,000 tested, 1.3% active. AID 652257;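 active = inhibition above about 21% made by adding two undisclosed values, limit read from the data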
NPR2 activator = GC-B (human) receptor activation; HEK293-GC-B cells, CNP EC30, cGMP TR-FRET; 0% at EC30 CNP, 100% saturating CNP; activation, % at 10 µM; 370,000 tested, 0.11% active;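 active = activation at 10 µM reaching about 35% in either raw or pattern-adjusted values, limit read from the data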
TCR-CD3 inh = blocks the human TCR-CD3 interaction; TAMRA-labeled TCR probe fluorescence, biochemical; inhibition, % at 9.4 µM; 360,000 tested, 0.37% active; AID 651800; in the data active = inhibition above about 19%;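 also: recombinant mutant TCR 2C K166C tagged with TAMRA read by polarization; 0% = receptor in buffer alone and 100% = receptor with positive control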
MBD2 inh = blocks human MBD2 binding to methylated DNA. inhibition, % at 4.4 µM. 370,000 tested, 0.31% active. AID 686964. TR-FRET, MBD2 binding to methylated oligonucleotide. Q9UBB5; in the data active = inhibition above about 13%
TDP2 absorb = blocks human TDP2 phosphodiesterase activity; O95551; recombinant TDP2, T5PNP hydrolysis, p-nitrophenol absorbance 415 nm; inhibition, % at 12.8 µM; 370,000 tested, 0.34% active;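 active = inhibition above the mean of all tested compounds plus 3 SD, set per campaign, cut at about 25% in these data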;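 also: 0% = DMSO with enzyme and 100% = buffer with substrate but no TDP2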
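Evaluation: % inhibition relative to enzyme-containing and enzyme-free wells. Material: recombinant human TDP2. Benchmarks: enzyme-free and DMSO wells. Timing: enzyme reaction with compound for 2 h at 37 °C. Compound dosing: 12.8 µM only. Measured by: p-Nitrophenol epi absorbance. Reagent: T5PNP substrate at 5 mM, a TopII-DNA adduct mimic. Replication: single well per compound.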
SIAE primary = blocks human sialic acid acetylesterase; Q9HAT2; SIAE FP-Rh probe binding, fluorescence polarization; inhibition, % at 9.66 µM; 370,000 tested, 0.69% active; AID 1053197;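 active = inhibition above a cutoff: mean of compounds within the control limits plus 3 SD of those, cut at about 17% in these data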;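 also: 0% = plate median of compound wells and 100% = probe without SIAE protein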
LEDGF integ inh = blocks HIV-1 LEDGF/p75-dependent DNA integration. TR-FRET IN-LEDGF/p75 DNA integration, Eu/Cy5. inhibition, % at 3.7 µM. 370,000 tested, 0.64% active. AID 743269;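 active = inhibition above the screen-wide mean plus 3 SD, cut at about 13% in these data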;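 also: signal is the Cy5 over europium emission ratio at 671 and 618 nm; 0% = plate median of compound wells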
HTRA1 inh = inhibitors of human serine peptidase HTRA1 | recombinant HTRA1, FP-rhodamine activity-based probe, fluorescence polarization | AID 504803 | Q92743 | inhibition, % at 5.96 µM | 340,000 tested, 0.5% active; in the data active = inhibition above about 36%;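 also: 0% = enzyme with DMSO and 100% = wells lacking enzyme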
Target sequence (Q92743 whole entry, looked up): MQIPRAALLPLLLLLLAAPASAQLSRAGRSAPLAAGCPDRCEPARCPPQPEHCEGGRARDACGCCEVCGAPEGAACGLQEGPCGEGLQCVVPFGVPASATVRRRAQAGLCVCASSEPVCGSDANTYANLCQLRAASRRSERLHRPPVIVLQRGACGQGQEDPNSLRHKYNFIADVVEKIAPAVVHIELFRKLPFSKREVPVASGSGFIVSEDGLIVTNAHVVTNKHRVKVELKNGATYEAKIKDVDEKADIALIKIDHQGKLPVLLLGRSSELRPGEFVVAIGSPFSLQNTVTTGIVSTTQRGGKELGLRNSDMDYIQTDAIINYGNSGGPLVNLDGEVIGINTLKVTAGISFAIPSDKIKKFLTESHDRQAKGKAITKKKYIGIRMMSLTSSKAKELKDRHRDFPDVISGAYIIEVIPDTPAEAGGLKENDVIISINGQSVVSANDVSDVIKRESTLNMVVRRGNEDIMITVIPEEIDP
rCAG binder = binds r(CAG) RNA repeats; r(CAG) RNA repeat, TO-PRO-1 dye displacement fluorescence; inhibition, % at 3 µM; AID 651821; 370,000 tested, 1.3% active;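 active = inhibition above the plate cutoff, the mean of all test compounds on that plate plus 3 SD, cut at about 35% in these data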;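 also: 0% = DMSO alone and 100% = 100 µM mitoxantrone as full dye displacement; higher means more dye released from RNA so lower well fluorescence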
ABHD4 inh = inhibitors of mouse ABHD4. inhibition, % at 8.92 µM. purified mABHD4, FP-Rh probe fluorescence polarization. 370,000 tested, 0.54% active;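 active = inhibition exceeding the mean over every tested compound plus 3 SD, cut at about 30% in these data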;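 also: 0% = plate median of compound wells and 100% = S159A mutant with DMSO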
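Assay system: mouse ABHD4 enzyme, wild type / Also added: fluorescent activity-based probe FP-Rh / Doses: single nominal dose of 8.92 µM, 0.89% DMSO final / Timing: 45 min compound pre-incubation plus 60 min probe step, 25 °C / Signal: FP readout, ex 525 nm / em 598 nm / Control set: S159A mutant/DMSO as 100%, compound-well median as 0%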
* hit, by the source's call; . = no result given. Some of the compounds tested; the hit share may differ from the screen's.

Keys: A = PRMT1 FP inh; B = NPR2 activator; C = TCR-CD3 inh; D = MBD2 inh; E = TDP2 absorb; F = SIAE primary; G = LEDGF integ inh; H = HTRA1 inh; I = rCAG binder; J = ABHD4 inh
O=C1/C(=C/c2cccs2)SC(=S)N1N1CCOCC1
  A: 3; B: -6; C: 6; D: -1; E: 3; F: 1; G: -4; H: -9; I: -2; J: 3

CC(=O)Nc1ccc(CN2CCCC(CO)(Cc3ccccc3C)C2)cc1 (centres undefined)
  A: 0; B: -2; C: 4; D: -1; E: 14; F: 0; G: -3; H: -5; I: -5; J: 0

Cc1onc(-c2c(F)cccc2Cl)c1C(=O)Nc1cccc(S(=O)(=O)NC2=NCCC2)c1
  A: 16; B: -2; C: -5; D: -3; E: 1; F: -3; G: -4; H: -6; I: 0; J: 1

CCOc1ccc(C2c3c(oc4ccccc4c3=O)C(=O)N2CCCN2CCOCC2)cc1OCC (centres undefined)
  A: 12; B: 19; C: 2; D: 2; E: 6; F: -2; G: -1; H: 1; I: 14; J: 0

CCn1c(CC(=O)Nc2ccccc2OC)nnc1SCC(=O)Nc1ccccc1F
  A: 0; B: -3; C: -4; D: 2; E: 9; F: 2; G: 0; H: 2; I: -5; J: 0

O=C(c1ccccc1)c1nc2c(n1O)CCCCC2
  A: 1; B: 0; C: -2; D: -2; E: 6; F: 1; G: -2; H: 8; I: -4; J: -2

CC(NC(=O)CN(c1ccc(Cl)cc1)S(C)(=O)=O)c1ccccc1 (centres undefined)
  A: 1; B: -4; C: 8; D: -2; E: 1; F: 1; G: 5; H: 0; I: -2; J: 10

CCCC(=O)Nc1nnc(-c2ccc3c(c2)OCCO3)o1
  A: -2; B: 0; C: 3; D: 1; E: -8; F: -2; G: 2; H: -2; I: -2; J: -2

O=C1NC[C@H](CCCCN2C[C@H](Cc3ccc(O)cc3)N(Cc3ccccc3)C(=O)C2=O)N(Cc2ccccc2)C1=O
  A: 2; B: 1; C: 9; D: -4; E: 3; F: 1; G: 1; H: .; I: 7; J: 5

CCC(=O)c1ccc(OCC(O)CNC(C)c2ccccc2)cc1 (centres undefined)
  A: 1; B: -2; C: 0; D: 2; E: 3; F: 0; G: 1; H: 3; I: -1; J: -4

Cn1c(SCC(=O)NNC(=O)c2ccc(Cl)cc2)nnc1-c1cccnc1
  A: 1; B: 4; C: -2; D: 0; E: -4; F: -2; G: -3; H: -7; I: 0; J: 2

N#Cc1c(Nc2ccc(F)cc2)sc(C(=O)c2ccccc2)c1N
  A: -4; B: -3; C: 2; D: -1; E: -10; F: -4; G: 5; H: -12; I: 12; J: 12

Fc1ccccc1OCCCCCN1CCCC1
  A: 0; B: 6; C: -1; D: 1; E: 3; F: -3; G: -4; H: -4; I: 1; J: 0

COC(=O)C1=C(C(=O)OC)[C@@H]2N(C)c3ccc(OC)cc3[C@@]23C[C@@H](C(=O)OC)N(S(=O)(=O)c2ccc(OC)cc2)C3=N1
  A: -3; B: -16; C: -3; D: -2; E: -2; F: 1; G: -5; H: -2; I: 6; J: -8

COc1ccc(-n2c(SCC(=O)N3CCCC3)nnc2-c2ccncc2)cc1
  A: -2; B: 7; C: .; D: 5; E: 4; F: -7; G: -2; H: .; I: 3; J: 7

CCOC(=O)c1ccc(NC(=S)N2CCC(C(N)=O)(N3CCCCC3)CC2)cc1
  A: -2; B: 3; C: 7; D: -4; E: 5; F: -5; G: 2; H: 2; I: -1; J: -1

Cc1nn(CC(=O)N2CCCC2)c(=O)c2nn(-c3ccccc3)c(C)c12
  A: -2; B: -1; C: 2; D: -5; E: -26; F: -6; G: 0; H: 0; I: -1; J: -7

COc1ccc(NC(=S)NC2CCCCCC2)c(OC)c1
  A: 1; B: -2; C: 5; D: -3; E: -8; F: -5; G: 7; H: -1; I: -6; J: 0

CCc1ccc(N2CC(C(=O)N3CCN(c4ccccn4)CC3)CC2=O)cc1 (centres undefined)
  A: -5; B: -7; C: -13; D: -6; E: -21; F: -3; G: 3; H: -3; I: -3; J: -5

CCOC(=O)/C(=N\Nc1ccccc1)c1csc(Nc2ccc(C)cc2)n1
  A: 2; B: 2; C: -1; D: 9; E: -3; F: 5; G: 3; H: 31; I: 7; J: 1

COc1ccc(Cc2c(-c3cccc(Br)c3)nc3ccc(Cl)cn23)c(C)c1
  A: 7; B: -1; C: -4; D: 3; E: -5; F: -2; G: -2; H: .; I: 18; J: -8

COc1ccc(-c2ncc(CN3CCN(CCC(C)C)C(CCO)C3)cn2)cc1 (centres undefined)
  A: -1; B: 1; C: -1; D: -2; E: 8; F: -1; G: 4; H: 6; I: -8; J: -5

CCn1ncc(C2=NOC(C(=O)Nc3ccc4c(c3)OCO4)C2)c1C (centres undefined)
  A: 1; B: 1; C: 3; D: 0; E: 0; F: -4; G: 2; H: 6; I: 3; J: 5

CC(C)CCn1c(CN2CCN(c3cccc(Cl)c3)CC2)nc2c1c(=O)n(C)c(=O)n2C
  A: 2; B: -2; C: -7; D: 2; E: -2; F: -3; G: 1; H: -1; I: 2; J: -6

Complete entries as entered above.
CCOC(=O)/C(=N\Nc1ccccc1)c1csc(Nc2ccc(C)cc2)n1 across the screens: PRMT1 FP inh = 2; NPR2 activator = 2; TCR-CD3 inh = -1; MBD2 inh = 9; TDP2 absorb = -3; SIAE primary = 5; LEDGF integ inh = 3; HTRA1 inh = 31; rCAG binder = 7; ABHD4 inh = 1
COc1ccc(NC(=S)NC2CCCCCC2)c(OC)c1 across the screens: PRMT1 FP inh = 1; NPR2 activator = -2; TCR-CD3 inh = 5; MBD2 inh = -3; TDP2 absorb = -8; SIAE primary = -5; LEDGF integ inh = 7; HTRA1 inh = -1; rCAG binder = -6; ABHD4 inh = 0
Fc1ccccc1OCCCCCN1CCCC1 across the screens: PRMT1 FP inh = 0; NPR2 activator = 6; TCR-CD3 inh = -1; MBD2 inh = 1; TDP2 absorb = 3; SIAE primary = -3; LEDGF integ inh = -4; HTRA1 inh = -4; rCAG binder = 1; ABHD4 inh = 0
